Compound activity deposited in PubChem by National Center for Advancing Translational Sciences (NCATS).
CCT chaperon mod: changes cytosolic chaperonin activity. activity change, % (test concentration not listed), hits read low. AID 651819. 360,000 compounds, 0.3% hits. purified chaperonin ATPase assay, HTRF ADP detection, 30 min; in the data active = activity change below about -30%; also: % is scaled to controls: 0 for no effect and ±100 for the full control effect
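Nucleotide hydrolysis assay: TRiC at 20–40 nM final (set by batch activity) with 10 uM ATP, 30 min at 37 °C, in presence of 76 uM compound. Detection by competitive ADP HTRF, 30 min ambient.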
S2 tox: viability counter-screen for ATXN expression inhibitors; 400,000 compounds, 0.49% hits; Potency, µM (titrated, usually from 56.7 µM), most hits filed as cytotoxic; S2 cells (HEK-293 line with an ATXN2-luciferase reporter) viability, CellTiter-Fluor protease fluorescence, 24 h; AID 651635; also: potency is read from the fitted curve at half-maximal effect; nearly all actives have a fitted effect of over 40% in size
A549 viability: A549 cytotoxicity, counter-screen for Nrf2 inhibitors; A549 ARE-Fluc cells, CellTiter-Fluor viability, 18-24 h; Potency, µM (titrated, usually from 46 µM), inactives show at the highest dose activity change, negative = cytotoxicity, actives largely listed as inhibitors; 390,000 compounds, 0.16% hits; also: potency is read from the fitted curve at half-maximal effect; % is scaled to controls: 0 for no effect and ±100 for the full control effect
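A549 ARE-Fluc cells in 5% FBS OPTI-MEM, 5000 cells/well, rested 2 h then exposed to compounds in concentration-response for 18-24 h at 37 °C. Viability by CellTiter-Fluor fluorescence (Ex 405/Em 525) after 30 min; luciferase luminescence (BugLite, 15 min, RT) read afterwards.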
Mm-Cpn inhibitor: blocks the Methanococcus maripaludis chaperonin Mm-Cpn; Potency, µM (top dose mostly 76.9 µM), for inactives: at the top dose activity, negative = inhibition, hits mostly inhibitors; purified Mm-Cpn ATPase, ADP Transcreener TR-FRET; 330,000 compounds, 0.031% hits; also: potency is read from the fitted curve at half-maximal effect; % is scaled to controls: 0 for no effect and ±100 for the full control effect; nearly all actives have a fitted effect of over 80% in size
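Compound-treated chaperonin, 25 nM final, turns over 10 uM ATP at 37°C for 30 min following a 10 min preincubation; ADP generated competes with ADP-d2 for Eu-cryptate antibody, lowering FRET.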
Nrf2 block: Nrf2 pathway inhibition; A549 ARE-Fluc reporter, luciferase luminescence, 18-24 h; Potency, µM (series often up to 46 µM), without a hit: top-dose activity change, negative = inhibition, actives largely listed as inhibitors; 360,000 compounds, 2.1% hits; AID 504444; also: potency is read from the fitted curve at half-maximal effect; % is scaled to controls: 0 for no effect and ±100 for the full control effect; nearly all actives have a fitted effect of over 60% in size
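Quantitative HTS in A549 cells stably bearing an antioxidant response element-firefly luciferase construct. Inhibition of Nrf2-driven transcription was scored by luminescence after 18-24 h of compound exposure at 37 °C.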
Nrf2 ARE act: activates Nrf2 signaling. AREc32 ARE-luciferase reporter (MCF7-derived line), luminescence, 24 h. 410,000 compounds, 0.31% hits. Potency, µM (doses to about 46.1 µM), for inactives: at the top dose activation, usual class: activators; also: potency is read from the fitted curve at half-maximal effect; % of control where 0% means no effect; nearly all actives have a fitted effect of over 65% in size
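For detection, Steady-Glo was added and plates sat 30 min at RT; before that, AREc32_Fluc cells grown overnight in OPTI-MEM/5% FBS had been treated with 23 nL compound for 24 hr at 37 deg C.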
HepG2 tox: HepG2 cytotoxicity, counter-screen for TGF-b inhibitors; HepG2 CAGA-GFP viability, ATP luminescence, 18 h; Potency, µM (top dose mostly 46.1 µM), inactives show at the highest dose activity change, negative = cytotoxicity, usual class: cytotoxic; 410,000 compounds, 0.76% hits; AID 588856; also: potency is read from the fitted curve at half-maximal effect; some results filed as inactive show a strong effect at the top dose
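CellTiter-Glo luminescence gave cytotoxicity after 18 hours at 37 degrees C. The cells were HepG2 CAGA-GFP in 1% FBS DMEM, stimulated with 500 pg/mL TGF-beta after compound addition. %Activity was normalised to no-cell wells (complete cell-killing) and DMSO (no toxicity), and curves were fitted and classified.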
TGFb SMAD3 inh: inhibitors of TGF-b signaling | HepG2 CAGA-GFP TGF-b/SMAD3 reporter, GFP fluorescence, 18 h; TGF-beta stimulated, 500 pg/mL final | Potency, µM (top dose mostly 46.1 µM), for the others: top-dose activity, negative = inhibition, usual class: inhibitors | 410,000 compounds, 1.2% hits | AID 588855; also: potency is read from the fitted curve at half-maximal effect; % is scaled to controls: 0 for no effect and ±100 for the full control effect; nearly all actives have a fitted effect of over 65% in size
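TGF-beta reporter screen: HEPG2 CAGA-GFP, 1% FBS, 500 pg/mL TGF-beta final, 18 h; per-cell GFP summed per well; curves fitted and categorized by class.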
Akt phos inh: inhibitors of Akt phosphorylation. Neuro2A IGF-stimulated pAkt S473 HTRF, 20 min; stronger effect = lower value. activity change, % for hits at 50 µM. 360,000 compounds, 0.32% hits. AID 651550; in the data active = activity change below about -80%; inconclusive = mostly about -51% to -80%; also: % is scaled to controls: 0 for no effect and ±100 for the full control effect
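Neuro2A cells in DMEM with 0.5% FBS, overnight at 37 deg C, given compound at single 50 µM final, then IGF (6 nM final) for 20 min at 37 deg C. Lysed; phospho-Akt Ser473 by HTRF after 24 h, 665/615 ratio.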
An asterisk follows results filed as active; i = inactive; ? = inconclusive; . = not tested or not shown; [ ] = dose if it differs, or a comment. Unless noted, calls follow the shape of the dose curve; as a rule, active = well fitted curve in the direction sought with a large enough effect; inconclusive = small, poorly fitted or top-dose-only effect, or another doubt; inactive = no such curve, though single readings can be large; an effect the other way counts as inactive or inconclusive.

molecule | Mm-Cpn inhibitor | S2 tox | HepG2 tox | CCT chaperon mod | Akt phos inh | A549 viability | TGFb SMAD3 inh | Nrf2 ARE act | Nrf2 block
CCC(NC(=O)Nc1ccc(OC)c(OC)c1)c1c(-n2cccc2)sc2c1CCN(C)C2 (stereo unspecified) | . | . | -25% | . | . | -11% | ? | 5.7% | 4%
COc1cc(/C=N/NC(=O)c2cc(C)n(-c3ccc(F)cc3)c2C)cc(OC)c1O | 1% | ? | -12% | -1.6 | i | -2% | -14% | 3.4% | -5%
CCOC(=O)C(=CNNc1ccccc1)C(=O)OCC | -2% | i | 6% | 0.5 | i | 5% | ? | 0.3% | 8%
CC/C(=N\NC(=O)c1cc(C2CC2)[nH]n1)c1ccccc1 | -1% | i | -3% | -1.7 | i | -1% | 0% | -0.6% | 3%
CS(=O)c1ccccc1-c1nc(-c2cccc(Cl)c2)no1 (stereo unspecified) | -1% | ? | 4% | 0.7 | i | 10% | -13% | 16% | ?
COc1cccc(N2CCN(Cc3nnnn3C3CCCCC3)CC2)c1 | -1% | i | 4% | 2.9 | i | 3% | 4% | 2.7% | 5%
CC(=O)Nc1ccc(S(=O)(=O)NC(C)C(=O)OCCOc2ccc(F)cc2)cc1 (stereo unspecified) | 0% | i | -7% | 3.7 | i | -7% | 7% | 4.3% | 0%
CCC(C)Oc1cccc(OCCCCN2C(=O)NC(C)(C)C2=O)c1 (stereo unspecified) | -2% | i | -24% | -1.6 | i | 1% | -23% | -0.3% | ?
Oc1ccc(C[C@@H]2CNCCN2CCc2cc(C(F)(F)F)cc(C(F)(F)F)c2)cc1 | 1% | ? | -93% | 0.2 | i | ? | ? | -5.3% | ?
Nc1ccc(C(=O)Nc2nccs2)cc1 | -1% | i | 9% | 2.2 | i | 3% | -17% | 2.0% | ?
O=C(COc1coc(CN2CCN(c3ccccc3)CC2)cc1=O)Nc1ccccc1F | -1% | i | -5% | 1.0 | i | 9% | 7% | -0.3% | -25%
Cc1ccc(C)c(N2CCN(C(=O)CCC(=O)N3CCOc4ccc(Cl)cc43)CC2)c1 | -5% | ? | -43% | -0.2 | i | -18% | ? | -0.5% | ?
CN1C(=O)/C(=C\C(=O)c2cccs2)c2ccccc21 | 0% | ? | -19% | -0.6 | i | 2% | ? | ? | 3%
CC(C)c1ccc(NS(=O)(=O)c2ccc3nc(-c4ccccc4)[nH]c3c2)cc1 | . | ? | -97% | . | . | -6% | ? | -2.5% | -7%
Cc1onc(-c2ccccc2)c1C(=O)NCC(O)c1ccccc1 (stereo unspecified) | 1% | i | 13% | 0.3 | i | 3% | -3% | -0.1% | 13%
O=C(c1ccc([N+](=O)[O-])o1)N1CCCCCC1 | -1% | i | -62% | -2.1 | i | 0% | ? | ? | -1%
CC(=O)Nc1ccc(S(=O)(=O)N2CCC(N3CCCC3)CC2)cc1 | 1% | i | -3% | -3.4 | i | -10% | -5% | 0.0% | 10%
COc1ccccc1CNC(=O)C(=O)NCC(c1cccnc1)N1CCN(c2ccccc2)CC1 (stereo unspecified) | . | ? | -26% | . | . | -14% | -20% | -0.3% | -21%
CCC(C)N(C(=O)COC(=O)CNC(=O)c1sc2ccccc2c1Cl)C1CCS(=O)(=O)C1 (stereo unspecified) | -3% | i | -27% | 0.3 | i | 9% | 0% | 0.0% | -10%
CC(C)CCN(C)c1ccc(/C=N/n2cnnc2)cc1 | -1% | i | -14% | -3.4 | i | -8% | -3% | 0.8% | -24%
COc1cc2c(cc1OC)C(c1cccc([N+](=O)[O-])c1)N(C(=O)c1ccc(F)cc1)CC2 (stereo unspecified) | 0% | i | 3% | -5.7 | i | 13% | -21% | 0.6% | -5%
Cc1ccc(S(=O)(=O)c2c(C)c(C)c(C)[nH]c2=O)cc1 | -2% | i | 0% | -1.0 | i | 1% | 0% | -1.7% | 14%
CCC(CC)C(=O)c1c[nH]c(C(=O)NC2CCCCCC2)c1 | ? | i | -2% | -0.1 | i | -5% | 2% | 0.1% | 6%
Cc1cc(C(=O)COC(=O)Cn2c(C(F)(F)F)nc3ccccc32)c(C)n1Cc1ccco1 | 0% | i | -21% | -1.2 | i | -3% | -27% | -0.1% | -9%
O=C(CNC(=O)c1ccc(Br)cc1)N/N=C/c1cccnc1 | 2% | i | -2% | -0.1 | . | 12% | -22% | 0.7% | -13%
C=C1CCN([C@@H](Cc2ccccc2)C(=O)NC2CCN(Cc3ccccc3)CC2)S(=O)(=O)c2ccccc21 | . | i | -9% | -0.8 | i | -20% | -13% | 2.1% | 4%
Clc1ccc(C(c2ccccc2)c2c[nH]c3ccccc23)s1 (stereo unspecified) | . | . | -109% | . | . | -9% | ? | -1.8% | 18%
Cc1ccc(OCC(O)CNC2CCCC2)cc1C (stereo unspecified) | -2% | i | 0% | -0.3 | i | 2% | 7% | 0.3%[9.22 µM] | 0%
CN(Cc1ccccc1)C(=O)c1ccccc1-c1ccccc1 | 1% | i | 6% | -1.2 | i | 4% | 41%[activator] | 0.7% | -8%
Cc1oc(/N=C/c2cccc3ccccc23)c(C#N)c1C | -3% | i | 4% | -2.2 | . | 10% | -14% | -0.7% | .
COc1ccc(Nc2nc3[nH]c(=O)cc(O)c3s2)cc1 | -4% | i | -12% | -1.2 | i | -12% | -2% | 5.4% | 11%
CCOC(=O)c1[nH]c2ccc(F)cc2c1NC(=O)c1cc(OC)c(OC)c(OC)c1 | 1% | i | -27% | -2.8 | i | -4% | ? | 6.6% | ?
CNC(=O)OCN1C(=O)C2CC=CCC2C1=O (stereo unspecified) | . | i | 18% | 0.1 | i | 6% | 30% | -0.3% | -17%
O=C(NCc1ccc2c(c1)OCO2)C(=O)NCC1OCCCN1S(=O)(=O)c1ccc(F)cc1 (stereo unspecified) | 0% | i | 9% | 1.6 | i | -1% | 3% | 0.2% | 3%
Cc1cc2cc(CNC(=O)C(C)Oc3ccccc3)ccc2n1C (stereo unspecified) | -6% | i | 1% | -1.3 | i | 16% | -4% | -0.9% | 0%
CCNC(=O)NC(=O)C(C)Sc1ncc(C(F)(F)F)cc1Cl (stereo unspecified) | 2% | i | -48% | -0.8 | i | 1% | 0% | -0.6% | -16%
CC(C)CN(CC(C)C)S(=O)(=O)N1CCC(C(=O)N2CCc3ccccc3C2)CC1 | -5% | i | 21% | -0.1 | i | 5% | 0% | 0.3% | 2%
O=C(NNC(=O)c1cc2ccccc2oc1=O)c1ccccc1[N+](=O)[O-] | -3% | i | 2% | 0.6 | i | -6% | -12% | 6.1% | -8%
Cc1ccc(NC(=O)CCNS(=O)(=O)c2ccc3[nH]c(=O)oc3c2)cc1C | -1% | i | -22% | -4.9 | . | 17% | 2% | 3.4% | -4%
Cc1ccc(C(=O)Cc2ccccc2)c(O)c1 | . | i | 6% | -3.9 | i | 9% | 6% | 5.2% | 0%
CCOC(=O)CSC1=C(C#N)C(c2ccc(C)cc2)C2=C(CCCC2=O)N1 (stereo unspecified) | -3% | i | 1% | 1.2 | i | -16% | 1% | 0.1% | -5%
COc1ccc(CC(=O)NCC(c2ccc(N(C)C)cc2)N2CCOCC2)cc1OC (stereo unspecified) | . | . | -3% | . | . | -1% | -1% | -0.8% | .
CCOc1ccccc1C(=O)NC(C)CCc1ccccc1 (stereo unspecified) | . | i | -1% | 0.2 | i | -11% | -7% | 0.4% | -20%
Cc1ccc(NC(=O)Cn2c(=O)cc(-c3ccccc3)c3c(C)nn(C)c32)c(Cl)c1 | . | i | 13% | . | . | -3% | 18% | 0.1% | 14%
COc1cccc(C(=O)NCC(=O)N/N=C/c2ccc(OC(=O)c3cccs3)c(OC)c2)c1 | -2% | i | 5% | -1.9 | i | 3% | -20% | 4.9% | 0%
c1coc(-c2nn3c(-c4ccco4)nnc3s2)c1 | -8% | i | -40% | -1.7 | i | ? | -26% | 11% | 6%
COc1ccc(C2CC(c3ccccc3)=NN2c2ccc(N)cc2)cc1 (stereo unspecified) | -4% | i | -19% | -3.6 | i | -8% | -9% | 3.9% | ?
N#C/C(=C\c1ccc[nH]1)Sc1nc2ccccc2s1 | 2% | i | -18% | -1.2 | i | -1% | ? | 6.7% | .
COc1cc(C(=O)NC(=S)Nc2ccc3[nH]c(=O)[nH]c3c2)cc(OC)c1OC | 0% | i | -2% | 0.0 | i | 1% | -8% | 0.3% | -4%
NC(=O)NC(=O)COC(=O)[C@H](Cc1ccccc1)NC(=O)c1cccs1 | 1% | i | 23% | -3.3 | i | 7% | 0% | -0.7% | -5%

(more compounds)
molecule | Mm-Cpn inhibitor | S2 tox | HepG2 tox | CCT chaperon mod | Akt phos inh | A549 viability | TGFb SMAD3 inh | Nrf2 ARE act | Nrf2 block
Cc1ccc(C)c(-c2nc3ccc(N)cc3[nH]2)c1 | -13% | ? | 0% | -0.2 | i | -12% | -2% | 4.2% | -3%
CC(/C=C(\NC(=O)c1ccccc1)C(=O)N=Nc1c(O)[nH]c2ccc(C)cc12)=C\c1ccccc1 | 0% | i | 2% | -1.3 | i | ? | -3% | 8.9µM* | .
O=C(NCCc1nc(-c2ccc(F)cc2)no1)c1ccc(F)cc1 | 1% | i | -78% | -0.1 | i | 1% | ? | 0.2% | ?
Cc1ccc(-c2n[nH]c3c2C(c2ccccc2)N(c2ccc(C(=O)O)cc2)C3=O)cc1 (stereo unspecified) | 0% | i | 6% | 0.2 | i | 0% | 4% | -0.5% | 1%
COc1ccccc1CCNc1ncnc2nc[nH]c12 | . | . | -16% | . | . | 4% | 24% | . | ?

Entries above printed as active in Nrf2 ARE act.
canonical_smiles | Mm-Cpn inhibitor | CCT chaperon mod | Akt phos inh | TGFb SMAD3 inh | Nrf2 ARE act | Nrf2 block
CC(/C=C(\NC(=O)c1ccccc1)C(=O)N=Nc1c(O)[nH]c2ccc(C)cc12)=C\c1ccccc1 | 0% | -1.3 | i | -3% | 8.9µM* | .
